High-throughput results as filed in PubChem BioAssay.
Runt-CBFb FRET: Runt domain-CBFb interaction inhibition; AID 1496; Q01196+Q13951; Cerulean-Runt/Venus-CBFb FRET ratio 530/480, 1 h; inhibition, % at 20 µM; 220,000 compounds, 0.46% hits;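 active = inhibition over about 50% at 20 µM in the single-dose screen, limit read from the data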;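 note: 0% = DMSO wells and 100% = excess unlabeled CBFb competitor control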
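Assay system: Cerulean-Runt domain / Medium: Tris 50 mM pH 7.5, KCl, K2SO4, 0.01% BSA / Timing: protein complex preformed 1 h, compound exposure 1 h, room temperature, dark / Measured by: FRET, excitation 422 nm, emission at 530 and 480 nm / Evaluation: loss of energy transfer signal / Control set: 5 µM unlabeled CBFb as full-inhibition high control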
L929 necroptosis: blocks zVAD induced death of L929 cells; viability rescue, % at 10 µM; 220,000 compounds, 0.38% hits; L929 zVAD necroptosis rescue, ATP luminescence, 24 h; with zVAD 60 µM;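 active = activation, scaled between plate controls, above about 75%, limit read from the data; inactive = activation under that limit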;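 note: 0% = zVAD with DMSO and 100% = DMSO alone without zVAD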
Hck Nef HTS: blocks Nef-activated human Hck kinase; P08631; Recombinant Hck-YEEI plus Nef, Z-Lyte FRET kinase assay; inhibition, % at 20 µM; 220,000 compounds, 0.68% hits;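 active = Hck-Nef kinase inhibition above about 50%, limit read from the data; inactive = inhibition below that limit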;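 note: 0% = DMSO with Hck plus Nef and 100% = Hck alone without Nef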
Target sequence (P08631 whole entry, looked up): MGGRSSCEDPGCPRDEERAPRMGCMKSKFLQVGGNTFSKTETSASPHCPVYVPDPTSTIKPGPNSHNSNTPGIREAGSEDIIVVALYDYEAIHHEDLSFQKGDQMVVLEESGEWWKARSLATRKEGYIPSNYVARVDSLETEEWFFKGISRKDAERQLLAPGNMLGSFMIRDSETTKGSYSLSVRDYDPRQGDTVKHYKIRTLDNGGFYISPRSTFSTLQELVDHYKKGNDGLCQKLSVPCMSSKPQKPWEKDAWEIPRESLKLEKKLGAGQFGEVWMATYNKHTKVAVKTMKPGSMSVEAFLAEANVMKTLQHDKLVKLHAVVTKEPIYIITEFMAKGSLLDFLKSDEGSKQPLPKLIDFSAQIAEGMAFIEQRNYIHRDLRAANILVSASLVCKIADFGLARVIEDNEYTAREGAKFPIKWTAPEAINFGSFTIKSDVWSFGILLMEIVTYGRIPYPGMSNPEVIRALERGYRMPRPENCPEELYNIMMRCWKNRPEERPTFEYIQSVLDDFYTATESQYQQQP
EBV gp42 inh: EBV gp42 inhibition; Q1HVG2; Fluorescence polarization binding assay, mP read-out; inhibition, % (tested at 21.74 µM); 220,000 compounds, 0.42% hits; AID 1085; in the data active = inhibition above about 50%
Target sequence (Q1HVG2 whole entry, looked up): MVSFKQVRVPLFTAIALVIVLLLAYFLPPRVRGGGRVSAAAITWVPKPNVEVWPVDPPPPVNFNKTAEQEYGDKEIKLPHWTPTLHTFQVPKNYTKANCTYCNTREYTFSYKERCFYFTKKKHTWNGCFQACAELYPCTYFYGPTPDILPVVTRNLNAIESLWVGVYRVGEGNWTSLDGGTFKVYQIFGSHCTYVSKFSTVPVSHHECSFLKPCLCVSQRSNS
14-3-3 Bad PPI: disrupts binding of bovine 14-3-3 zeta to phospho-Bad peptide. TR-FRET 14-3-3zeta/Dy647-pBad peptide displacement, 1 h. inhibition, % at 21.7 µM. P63103. 220,000 compounds, 0.71% hits;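 active = inhibition above about 70%, limit read from the data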;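 note: 0% = full 14-3-3 plus peptide FRET controls and 100% = background without 14-3-3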
Target sequence (P63103 whole entry, looked up): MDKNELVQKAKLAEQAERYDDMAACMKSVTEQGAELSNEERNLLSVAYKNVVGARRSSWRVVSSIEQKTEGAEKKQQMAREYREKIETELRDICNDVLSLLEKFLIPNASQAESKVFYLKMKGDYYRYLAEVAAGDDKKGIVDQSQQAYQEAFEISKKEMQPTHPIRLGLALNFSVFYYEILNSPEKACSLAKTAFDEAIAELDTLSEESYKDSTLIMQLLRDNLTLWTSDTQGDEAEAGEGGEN
Tb hexokinase: T. brucei hexokinase 1 inhibition; recombinant TbHK1, G6PDH-coupled NADH A340; inhibition, % at 10 µM; 220,000 compounds, 0.11% hits; AID 1430;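 active = inhibition of 50% or more in the single-dose primary screen; inactive = inhibition below 50%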
NCF1 inh: blocks human p47phox regulatory protein of NADPH oxidases | P14598 | p47phox/p22phox peptide binding, fluorescence polarization, 2 h | inhibition, % at 24.7 µM | 220,000 compounds, 0.53% hits;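 active = inhibition above about 30%, limit read from the data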;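 note: 0% = p47phox with labelled peptide and 100% = labelled peptide alone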
Runt-SMMHC FRET: Runt domain-CBFb-SMMHC interaction inhibition | AID 1434 | 220,000 compounds, 0.74% hits | Cerulean-Runt/Venus-CBFb-SMMHC FRET ratio 530/480, 1 h | inhibition, % at 20 µM;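 active = mean inhibition across duplicate retests at 20 µM reaching about 50%, limit read from the data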;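 note: 0% = DMSO wells and 100% = wells with excess untagged CBFb-SMMHC; inhibitors lower the FRET ratio by blocking Runt binding to CBFb-SMMHC; some results filed as inactive read as strong as hits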
MDM2 E3 inh: blocks human Mdm2 ubiquitin ligase activity; AID 1230; cell-based MDM2 ubiquitination luciferase reporter, 2 h; 0 = plate control, 100 = twice control, blank-subtracted; Q00987; 210,000 compounds, 0.11% hits; signal enhancement, % at 5 µM;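 active = signal enhancement of 30% or more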;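 note: luminescence tracks abundance of the self-degrading MDM2-luciferase fusion protein; higher signal means inhibition of MDM2 E3 ligase activity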
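Assay system: mammalian cells stably expressing self-ubiquitinating, self-degrading MDM2 E3–luciferase fusion. Quantity: 2000 cells in each well. Medium: DMEM culture medium. Compound dosing: single-point 5 µM. Timing: cell settling 4 h, compound treatment 2 h, both 37 °C. Technique: luciferase luminescence. Read-out basis: percent signal gain over controls, blank-subtracted. Benchmarks: plate controls and plate blanks.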
* = called active by the depositor; · = no result given; & = joins results of further samples; [ ] = remark or other dose.

#	smiles	Runt-SMMHC FRET	EBV gp42 inh	14-3-3 Bad PPI	NCF1 inh	MDM2 E3 inh	Hck Nef HTS	Runt-CBFb FRET	Tb hexokinase	L929 necroptosis
1	COc1ccccc1CNC(=O)c1ccc(N2CCOCC2)c([N+](=O)[O-])c1	-4	-11	1	-5	-11	19	0	-9	-0.2
2	CCN(CC)c1ccc(/C=N/N=C(c2ccccc2)c2ccccc2)c(O)c1	-38	-30	-24	-33	8	0	-15	-8	-0.1
3	O=C(Nc1nnc(CCN2CCCCC2)s1)c1cccc(Cl)c1	-2	-6	3	-5	-8	-11	2	-11	0.6
4	COc1ccc(NC(=O)CCC2CCCCC2)cc1S(=O)(=O)N1CCCCC1	-2	0	-7	-5	-17	-2	-2	7	0.8
5	CCCCn1c(-c2ccncc2)nc2c1c(=O)[nH]c(=O)n2CC(C)C	2	0	-12	-5	-5	2	75*	0	-0.2
6	CCOc1ccc(NC2=NCC(=O)N2CCc2ccccc2)cc1	-1	-6	36[fluorescence artefact?]	-6	-23	0	-2	2	0.4
7	CCCC(c1nnnn1Cc1ccco1)N1CCN(c2ccccc2)CC1 (stereo not given)	-1	-11	37	-11	-2	21	1	-6	0.6
8	Cc1c(C(=O)OCC(=O)N(CCC#N)c2ccccc2)oc2c1ccc1ccccc12	-3	-9	-11[fluorescence artefact?]	-25	-8	2	-2	4	0.2
9	CCOC(=O)/C=C1\SCC(=O)N1CC(=O)c1ccc[nH]1	-3	-8	1	-16	7	1	·	8	-0.7
10	O=C(Cc1cccs1)N1CCN=C1SCc1ccc(Br)cc1	0	-13	-4	·	-9	-1	-1	-8	5.3
11	Nc1cc2c(cc1[N+](=O)[O-])OCO2	-7	27	31	·	-5	12	-5	-19	0.1
12	Cc1nn(-c2ccccc2)cc1C(c1c(N)[nH]c(=S)[nH]c1=O)c1c(N)[nH]c(=S)[nH]c1=O	41	-13	-9	-3	7	29	56*	-7	5.5
13	Cc1cc(OCC(=O)Nc2cc(-c3nn4c(C)nnc4s3)ccc2C)ccc1Cl	-9	-2	4[fluorescence artefact?]	3	-5	24	-5	1	0.2
14	Cc1ccc(S(=O)(=O)c2c(N)n(NC(=O)C3CC3)c3nc4ccccc4nc23)cc1	76*	-4	-2[fluorescence artefact?]	-28	-9	73*	29	-22	0.0
15	Cc1ccc(CNC(=O)C(C)OC(=O)c2ccco2)cc1 (stereo not given)	3	-23	-7	-4	-10	-2	-1	-3	0.5
16	COc1ccc(C2=NO[C@@H]3[C@@H]4C[C@@H]([C@H]5C(=O)N(C)C(=O)[C@@H]45)[C@H]23)cc1	3	0	5	-1	-12	1	-8	-1	-0.2
17	Cc1ccc(S(=O)(=O)N2CCCCC2)cc1NS(=O)(=O)c1cccc(C(=O)O)c1	1	-2	4	-1	-13	-1	-1	-2	1.2
18	Oc1c(/C=N/c2ccccn2)sc2ccccc12	16	-55	-9	-83	-68	-1	10	-32	0.0
19	COc1ccc(-c2noc(CCCC(=O)NCc3ccco3)n2)cc1OC	5	-42	-4	-7	-6	0	0	4	3.0
20	CCOC(=O)Cn1c(=N)n(Cc2ccccc2)c2ccccc21	1	-12	-1	-12	-5	0	-1	2	-0.3
21	O=C(CN1CCCC1)Nc1ccccc1Sc1ccccc1	1	-10	4	-9	-8	1	0	-3	-0.6
22	COc1ccc(C(=O)c2ccc(N3CCOCC3)c([N+](=O)[O-])c2)cc1	0	-7	-4	6	-13	29	-2	-25	-1.1
23	CC(=O)c1sccc1NC(=O)c1ccccc1C(=O)O	-18	-10	9	-12	-9	-3	0	23	-0.2
24	O=C1CCCN1CCCNc1ncnc2c1cnn2-c1ccc(Cl)cc1	1	-9	5	2	-22	3	0	-4	0.5
25	O=C(Nc1ccc(N2CCOCC2)cc1N1CCOCC1)c1ccc([N+](=O)[O-])cc1	-3	5	-1	-13	-4	1	-1	-10	1.4
26	COc1ccc(OCc2ccc(C(=O)O)cc2)cc1	-2	-12	-3	-4	-13	-1	-1	3	0.0
27	O=C(O)CC(=O)NC12CC3CC(CC(C3)C1)C2	1&-5	1&-26	11&-6[fluorescence artefact?]	-8&0	1&-34	0&2	0&0	-5&3	0.3&1.2
28	Cc1c(Cl)cccc1NC(=O)C1CCN(S(C)(=O)=O)CC1	·	3	8	3	-12	10	·	6	-0.2
29	COC(=O)CC1C(=O)NCCN1C(=S)Nc1ccccc1 (stereo not given)	-8	0	-11	-4	4	6	-6	-4	0.0
30	O=C1CCN(S(=O)(=O)c2ccccc2)C2CCCCC12 (stereo not given)	-18	-20	-3	-16	-11	1	1	1	1.2

#	smiles	Runt-SMMHC FRET	EBV gp42 inh	14-3-3 Bad PPI	NCF1 inh	MDM2 E3 inh	Hck Nef HTS	Runt-CBFb FRET	Tb hexokinase	L929 necroptosis
31	O=C(COC(=O)C1CCN(S(=O)(=O)c2cccs2)CC1)NCc1ccc(F)cc1	-8	-16	1	1	-14	8	1	-2	2.2
32	Cc1ccc(C(=O)c2c(C)oc3c2C(=O)C(=O)c2ccccc2-3)cc1	-10	-3	-16[fluorescence artefact?]	0	-5	0	-3	8	14
33	Cc1ccc(NC(=O)CC(=O)c2ccc([N+](=O)[O-])cc2)cc1S(=O)(=O)Nc1cccc(Cl)c1	-5	2	-4	-18	8	10	-3	-5	1.1
34	CNc1nc(NCCOC23CC4CC(CC(C4)C2)C3)nc(OCC(F)(F)F)n1	4	-12	-4	0	-9	-1	-3	-6	0.0
35	CCOC(=O)c1cccc(NC(=O)/C=C/c2cccc([N+](=O)[O-])c2)c1	-6	-16	5	-11	-5	1	-2	2	0.5
36	Cc1ccc(/C=C/C(=O)Nc2cccnc2)o1	14	-16	-12[fluorescence artefact?]	-4	6	9	0	-47	0.2
37	COc1nc(N/N=C/c2ccc(C)cc2)nc(N2CCCCC2)n1	-1	2	-8[fluorescence artefact?]	-10	-4	4	0	18	2.3
38	S=c1[nH]nc(COc2ccccc2)n1/N=C/C=C/c1ccccc1	8	2	-9[fluorescence artefact?]	-15	-3	4	8	-4	1.7
39	Cc1sc(-c2ccncc2)nc1OC(=O)c1ccc(F)cc1F	-109	3	-4	26	-9	-86	-31	-5	1.0
40	CCOc1ccc(-c2nnn(CC(=O)NCc3ccc(C)cc3)n2)cc1	1	-7	-2	14	15	28	-3	0	64
41	O=C(Cn1cc2c(n1)CCCCC2)NCc1ccccn1	0	29	-2	43*	-2	5	5	2	0.6
42	NC(=O)CC[C@@H]1NC(=O)[C@@H]2CCCN2C(=O)c2cc([N+](=O)[O-])cc(I)c2NCCC[C@@H](C(N)=O)NC1=O	1	-15	-10	-7	·	-3	-1	-13	2.0
43	CCC(CC)C(=O)Nc1ccccc1-n1cccc1	2	-9	-8[fluorescence artefact?]	-9	-14	4	-2	2	0.1
44	C1CCC(Nc2nc3nonc3nc2N2CCSCC2)C1	0	-9	1	-2	-23	8	0	-23	0.8
45	CCn1c2ccccc2c2cc(NC(=O)c3cccc([N+](=O)[O-])c3C)ccc21	7	-11	-4[fluorescence artefact?]	-19	-12	7	0	-7	16
46	COc1ccccc1N1CCN(C(=O)CN(C)S(=O)(=O)c2ccc3c(c2)c(=O)n(C)c(=O)n3C)CC1	2	-4	-11	4	-22	20	2	-7	3.9
47	Cc1ccc(C)c(NC(=S)N(C)CCO)c1	-2	-18	-14	2	-9	4	2	12	6.4
48	COCCNc1cc(N)c([N+](=O)[O-])cc1[N+](=O)[O-]	6	8	-5	-4	7	0	-1	-49	4.7
49	COc1cc2[nH]c(=O)c(C(=O)NCCCN3CCOCC3)c(O)c2cc1OC	-1	-10	-5	10	-6	24	-1	-20	5.8
50	COc1ccc(-c2nc(-c3cccs3)no2)cc1	1	-4	0	-15	-87	20	1	-6	1.4
51	CC(=O)Nc1ccc2c(c1)ncn2-c1ccccc1	-1	-13	-7	-4	0	28	0	-2	68
52	CC(=O)Nc1ccc(S(=O)(=O)NC2(C(F)(F)F)NC(=O)N(c3ccccc3F)C2=O)cc1 (stereo not given)	-1	-1	8	-1	-11	19	0	6	0.1
53	CCOc1ccc(S(=O)(=O)NCCOC)cc1C	-4	-11	73*	0	0	4	2	1	1.3
54	CCCCCn1c(=O)[nH]c2cc(C(=O)NCCN(CC)CC)ccc2c1=O	-1	3	10	-12	-5	1	-3	-12	1.8
55	CCCCn1c(O)c(/C=C/C=C/C=Nc2ccccc2)sc1=S	-19	3	-9	-21	-14	45	1	13	-1.9
56	Cc1ccc(NC(=O)COC(=O)c2cccnc2Cl)cc1S(=O)(=O)N1CCCCC1	-2	-2	-6	-15	-7	0	-1	-1	0.5
57	COc1ccc(C(=O)C(CCC(CNC(C)(C)C)C(=O)c2ccc(OC)cc2)CNC(C)(C)C)cc1 (stereo not given)	6	-1	13[fluorescence artefact?]	2	-15	2	-4	3	0.1
58	Cc1cccc(C(=O)N2CCC(n3nnc4cc(F)ccc43)CC2)c1	-6	-16	2	0	-18	1	0	-2	0.0
59	O=C(C1CCN(S(=O)(=O)c2cccc3cccnc23)CC1)N1CCCC1	-5	-2	-1	-11	-8	2	-2	-4	-0.2
60	Cc1nc2ccccc2n1/C(=N\S(=O)(=O)c1ccccc1)c1ccccc1	-2	-14	2[fluorescence artefact?]	6	-11	3	0	4	1.2

#	smiles	Runt-SMMHC FRET	EBV gp42 inh	14-3-3 Bad PPI	NCF1 inh	MDM2 E3 inh	Hck Nef HTS	Runt-CBFb FRET	Tb hexokinase	L929 necroptosis
61	O=[N+]([O-])c1ccc(/C=N/N2CCN(c3ccncc3S(=O)(=O)N3CCCCC3)CC2)cc1	-9	-9	4	-7	4	3	-9	-6	0.8
62	COc1ccc(C(=O)NNC(=O)c2cc3cc([N+](=O)[O-])ccc3oc2=O)cc1OC	-2	-15	-5	2	10	0	0	-1	0.2
63	O=C(Nc1ccc2nc(-c3ccccn3)[nH]c2c1)C1CCCCC1	5	2	-3	40*	-12	1	0	-17	16
64	Cc1ccc(Oc2ccc(NC(=O)Cn3ccsc3=N)cc2)cc1	-1	-11	-1	-16	-4	4	-2	8	1.9
65	Fc1cnc(Cl)nc1N1CCN(c2ccccc2)CC1	-3	-12	3	-3	-14	9	0	-6	-0.2
66	Nc1nonc1-c1nc2ccccc2n1Cc1ccc(F)cc1	4	-3	-1	-37	2	4	-2	-5	0.9
67	C=CCN1C(=NC(=O)CC)SC2CS(=O)(=O)CC21 (stereo not given)	2	-6	4	-9	-7	0	3	4	-0.1
68	Cc1cccc(NC(=S)N(Cc2ccco2)C(C)c2cccs2)c1 (stereo not given)	0	3	-6	-9	-4	-30	-1	4	-0.1
69	COc1cc2c(C(=O)N3CCN(C)CC3)c(C)n(-c3ccccc3)c2cc1Br	3	4	9	-8	2	0	-1	-3	0.4
70	CC(=O)c1c(C(C)=O)c(C)n(-c2nc(-c3cccs3)c(C)s2)c1C	0	-19	-14[fluorescence artefact?]	-7	-9	1	1	2	0.2
71	O=C(Nc1ccc(Cl)cc1C(F)(F)F)c1ccccc1	1	-3	6	-2	-5	2	-1	6	0.4
72	CC(C)Cc1ccc(C(C)C(=N)N)cc1 (stereo not given)	-6	-11	4	1	-30	0	-1	-15	0.5
